RAD52 anneal inh: RAD52 (human) annealing inhibition; actives 0.46% (n = 360,000); inhibition, % at 18.7 µM; P43351; recombinant RAD52 DNA annealing, FRET fluorescence;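 active = every replicate showing at least 50% inhibition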
Cneo AK release: causes C. neoformans cell lysis; adenylate kinase release luminescence, 4 h; normalised: neutral wells 0, clomiphene wells 100; lysis activity, % at 15 µM; actives 0.2% (n = 360,000); AID 651654;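 active = mean lysis activity across replicates of at least 80%, whatever share of replicates individually reach that level; inactive = mean lysis activity below 80%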
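Assay system: C. neoformans cells. Amount: yeast cell density of 5 × 10^6 cells/mL. Technique: AK luminescence. Buffer or medium: YPD. Times: static 4 h at 37 °C with compound, 1 h detection. Dosing: single-point compound dose. Read-out: lysis from increased AK signal.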
E-selectin induc: induces E-selectin expression in human endothelial cells; P16581; HUVEC E-selectin immunofluorescence imaging; normalized: neutral wells 0, TNF-alpha wells 100; activation, % at 7.58 µM; actives 0.37% (n = 260,000); AID 686992;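 active = mean E-selectin-positive cell signal at least 10% of the positive control, reached in at least 60% of replicates, without over 20% cell loss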;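 also: in these data hits start at about 27%; measured in HUVEC primary endothelial cells; signal is the percent of cells scored E-selectin positive by PE staining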
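Material: HUVEC primary endothelial cells; Amount: 3,000 cells per well; Dosing: single concentration; Medium: EGM-2 growth medium on 0.1% gelatin-coated wells; Read-out basis: percent E-selectin-positive cells; Signal: immunofluorescence imaging; Control set: TNF-alpha, DMSO.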
PglD DTNB: blocks C. jejuni PglD acetyltransferase activity; purified PglD enzyme, DTNB colorimetric CoA detection; inhibition, % at 12.5 µM; actives 0.098% (n = 360,000); AID 602405; in the data active = inhibition above about 16%, passing the limit was not always enough; also: strong numbers were not always called active
ERAP1 HTS inh: inhibitors of human ERAP1 aminopeptidase; inhibition, % at 10.7 µM; actives 0.15% (n = 340,000); AID 652197; recombinant ERAP1, Leu-AMC fluorescence, 60 min; Q9NZ08;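 active = mean replicate inhibition of at least 30%, or all replicates individually reaching that 30% level; inactive = mean below 30% and not every replicate reaching it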;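 also: 0% = neutral control wells and 100% = L-leucinethiol positive control wells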
RAD54 inh: RAD54 (human) branch migration inhibition; Q92698; RAD54 Holliday junction branch migration, FAM/BHQ fluorescence; AID 602329; actives 0.14% (n = 360,000); inhibition, % at 10.4 µM;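 active = mean normalized replicate activity at least 40 and at least half of replicates scoring 40 or more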;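 also: 0% = median of neutral control wells and 100% = median of positive control wells; inhibitors cause a drop in the FAM fluorescence signal; in these data hits start at about 50%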
Target sequence (Q92698 whole entry, looked up): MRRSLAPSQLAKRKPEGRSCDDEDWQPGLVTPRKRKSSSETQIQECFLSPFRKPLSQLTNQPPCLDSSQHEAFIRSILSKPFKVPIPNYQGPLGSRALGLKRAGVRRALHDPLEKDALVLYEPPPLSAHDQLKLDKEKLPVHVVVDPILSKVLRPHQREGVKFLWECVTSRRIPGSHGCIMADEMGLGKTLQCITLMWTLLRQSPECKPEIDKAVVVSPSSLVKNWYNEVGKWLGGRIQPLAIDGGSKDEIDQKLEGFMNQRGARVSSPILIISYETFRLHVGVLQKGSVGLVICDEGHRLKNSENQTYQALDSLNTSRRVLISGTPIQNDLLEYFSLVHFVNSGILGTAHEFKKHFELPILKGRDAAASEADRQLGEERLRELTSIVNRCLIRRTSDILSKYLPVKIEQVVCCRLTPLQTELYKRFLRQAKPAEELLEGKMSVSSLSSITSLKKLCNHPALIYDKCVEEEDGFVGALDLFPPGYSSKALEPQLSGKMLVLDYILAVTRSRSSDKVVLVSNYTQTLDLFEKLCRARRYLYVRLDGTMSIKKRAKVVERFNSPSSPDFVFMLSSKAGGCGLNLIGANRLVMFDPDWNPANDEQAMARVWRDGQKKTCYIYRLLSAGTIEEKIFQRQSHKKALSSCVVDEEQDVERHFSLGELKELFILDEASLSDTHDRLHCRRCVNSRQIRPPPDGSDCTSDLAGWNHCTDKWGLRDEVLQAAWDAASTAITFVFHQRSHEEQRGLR
miR122 inh: inhibitors of miR-122 in Huh7 cells | Huh7 miR-122 Renilla luciferase sensor, 48 h; neutral wells = 0, positive control = 100 | activation (reporter increase), % at 12.5 µM | actives 0.3% (n = 340,000);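 active = mean replicate activation score at least 90 and every replicate individually at or above 90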;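 also: higher luciferase means less miR-122 activity so hits act as miR-122 inhibitors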
PGC1a acetyl inh: modulators of PGC1a acetylation. actives 0.17% (n = 350,000). inhibition, % at 15.6 µM. U2OS PGC1a acetylation, AlphaScreen anti-acetyl-lysine; with virally co-expressed GCN5 acetyltransferase. AID 651687;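 active = every replicate shows inhibition of at least 40%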;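 also: 0% = neutral control wells and 100% = positive control wells; some results beyond the cut were filed as inactive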
Starred values were filed as active, the others as inactive; nt = no result given; & = joins results of further samples; [ ] = another dose, or the depositor's remark.

canonical_smiles	RAD52 anneal inh	Cneo AK release	E-selectin induc	PglD DTNB	ERAP1 HTS inh	RAD54 inh	miR122 inh	PGC1a acetyl inh
CCn1c(=O)cc(OCC(=O)NCc2ccco2)c2ccccc21	nt	-3	nt	-8	nt	-9	-5	2
O=C(/C=C/c1ccccc1)Oc1coc(CSc2ncccn2)cc1=O	-25	nt	13	nt	-1	nt	4	-4
CC(=O)c1ccc(NC(=O)C(C)OC(=O)c2ccc(Br)o2)cc1 (configuration not stated)	9	0	-1.1	6	4	3	1	2
COc1ccc(OC)c(C(c2nnnn2Cc2ccccc2)N2CCN(C3CCCCC3)CC2)c1 (configuration not stated)	nt	5	nt	2	nt	-14	-2	13
CCCCC/C=C\C[C@H](O)/C=C/c1cccc(C[C@H](O)CCCCO)n1	-56	2	-0.1	2	-1	4	-8	-20
C[C@@H](NC(=O)C[C@@H]1CC[C@H]2[C@@H](COC[C@H](O)CN2Cc2ccc(C(F)(F)F)cc2)O1)c1ccccc1	4	-3	0.3	-2	0	-15	2[16.7 µM]	-4
O=C(N[C@H]1CC[C@H](CCNS(=O)(=O)c2ccc(Cl)cc2)O[C@@H]1CO)c1cccnc1	-3	-3	0.1	2	0	5	nt	-2
Cc1cc(C)c(C#N)c(SCC(O)CS(=O)(=O)Cc2ccccc2)n1 (configuration not stated)	-6	2	nt	5	1	9	0	2
C[C@H]1CN([C@@H](C)CO)C(=O)c2cc(NC(=O)C3CC3)ccc2O[C@H]1CN(C)Cc1ccc(Oc2ccccc2)cc1	20	-19	nt	2	0	-3	1[16.7 µM]	3
CCc1nc(NCC2CCCO2)c2oc3ccccc3c2n1 (configuration not stated)	nt	1	nt	-14	nt	-10	66	-21
O=C(NC1CCCCC1)C1CC(=O)N(CCc2ccc(F)cc2)C1 (configuration not stated)	-12	3	nt	10	1	3	-4	7
OC[C@H]1[C@@H](c2ccccc2)C2(CN(Cc3nccs3)C2)N1Cc1cc(F)ccc1F	-103	nt	0.5	nt	2	nt	nt	-11
COc1ccc(NC(=O)CSc2nc3c(c(-c4cccs4)c2C#N)CN(C)CC3)cc1OC	nt	0	nt	11	nt	2	-3	3
O=C(NCc1ccccc1)C1=C[C@H](c2ccc3c(c2)OCO3)C[C@H](OCc2ccc(CO)cc2)O1	-11&-37	1&-5&-11	0.1	2	1&4	7	0	9&-10
COc1ccccc1/C=C/C=N/NC(=O)c1cccs1	-4	0	nt	2	0	-13	2	nt
Cn1nc([N+](=O)[O-])nc1Oc1ccccc1N	nt	2	nt	-5	nt	-3	-7	-4
Cc1cc(C(=O)CSc2n[nH]c(N)n2)c(C)n1-c1cc(F)ccc1F	nt	-1	nt	-10	nt	0	-6	6
CCOC(=O)C1=C(Nc2ccc(Br)cc2)CC(C)(O)C(C(=O)OCC)C1c1ccccc1 (configuration not stated)	nt	-2	nt	-6	nt	-12	-4	-11
CCOc1nc(NCc2ccco2)nc(Nc2ccccc2F)n1	nt	-2	nt	6	nt	0	-6	-8
COCCn1c(SCC(=O)NC2CC2)nnc1-c1ccc(Cl)cc1	-12	9	nt	14	3	-4	-8	2
C[C@H](NC(=O)c1ccccc1)C(=O)OCC(=O)Nc1ccc(Cl)cn1	-10	-1	1.9	0	0	-8	-4	3
c1ccc2c(-c3nc4ncccc4o3)cccc2c1	nt	0	nt	-3	nt	-1	-11	-2
CCN(C(=O)COC(=O)c1cnccn1)c1cccc2ccccc12	-6	0	0.0	-9	-3	-6	0	-3
CCn1c(SCc2c(Cl)cccc2Cl)nc2nc3c(cc2c1=O)CCCC3	-9	-7	-0.1	0	3	1	20	16
C[C@H](CO)N1C[C@H](C)[C@H](CN(C)C(=O)C2CC2)Oc2ncc(C#Cc3cccc(F)c3)cc2C1=O	0	0	1.0	-4	2	0	47[16.7 µM]	-4
Cc1ccccc1OCc1nnc(SCC(=O)O)n1-c1ccccc1	-5	6	0.0	3	0	-5	5	-11
Cc1ccc(NC(=O)Nc2cc(-c3ccccc3)nn2C)cc1Cl	-7	nt	1.7	nt	1	nt	-1	-1
COc1ccc2nc3ccccc3nc2c1NC(=O)c1ccc(Cl)cc1	nt	-2	nt	-2	nt	-8	-1	0
C[C@H]1CN([C@@H](C)CO)C(=O)c2cc(C#CCN(C)C)cnc2O[C@@H]1CN(C)S(C)(=O)=O	-5	-1	-0.5	0	1	3	-3[16.7 µM]	-5
CCOc1ccc(NC(=O)c2sc3nc(C)nc(N4CCOCC4)c3c2C)cc1	-13	0	nt	-5	0	12	-6	nt

Two of the compounds above, with two lines to a compound.
Each structure is followed by: RAD52 anneal inh | Cneo AK release | E-selectin induc | PglD DTNB | ERAP1 HTS inh | RAD54 inh | miR122 inh | PGC1a acetyl inh
COc1ccc2nc3ccccc3nc2c1NC(=O)c1ccc(Cl)cc1
  nt | -2 | nt | -2 | nt | -8 | -1 | 0
C[C@H]1CN([C@@H](C)CO)C(=O)c2cc(C#CCN(C)C)cnc2O[C@@H]1CN(C)S(C)(=O)=O
  -5 | -1 | -0.5 | 0 | 1 | 3 | -3[16.7 µM] | -5

3 entries from above, arranged by the number in RAD52 anneal inh, descending.
SMILES | RAD52 anneal inh | PglD DTNB | ERAP1 HTS inh | miR122 inh | PGC1a acetyl inh
CCn1c(SCc2c(Cl)cccc2Cl)nc2nc3c(cc2c1=O)CCCC3 | -9 | 0 | 3 | 20 | 16
C[C@H](NC(=O)c1ccccc1)C(=O)OCC(=O)Nc1ccc(Cl)cn1 | -10 | 0 | 0 | -4 | 3
CCOc1ccc(NC(=O)c2sc3nc(C)nc(N4CCOCC4)c3c2C)cc1 | -13 | -5 | 0 | -6 | nt

More records
canonical_smiles	RAD52 anneal inh	Cneo AK release	E-selectin induc	PglD DTNB	ERAP1 HTS inh	RAD54 inh	miR122 inh	PGC1a acetyl inh
O=C(Nc1ncccc1O)c1ccc(C(=O)c2ccccc2)cc1	-4	-1	nt	2	-2	-5	-11	5
CCOc1cc(N2CCOCC2)c(OCC)cc1NC(=O)CC12CC3CC(CC(C3)C1)C2	nt	-3	nt	1	nt	-3	3	41
COc1ccc(CN(CCN)C2CC(C)N(C)CC2C)cc1 (configuration not stated)	33	2	-0.2	-1	0	4	-2	-10
Cc1[nH]c2ccccc2c1SCC(=O)N1CCOCC1	-13	2	-0.8	1	6	6	1	7
O=C(Nc1ccncc1)Nc1ccc(Cl)cc1Cl	-13	-3	3.7	2	-5	11	-5	-4
Cc1ccc(NC(=O)c2ccc(-n3cccn3)c([N+](=O)[O-])c2)cc1C	nt	1	nt	1	nt	2	-9	-11
NC(=O)NN=C1C2CCCC1C(c1ccccc1)NC2c1ccccc1 (configuration not stated)	-5	2	-0.1	-1	3	8	nt	-4
CCNC(=O)C[C@H]1C=C[C@H](NS(=O)(=O)c2ccc(C)cc2)[C@H](CO)O1	-11	-1	-0.1	0	-1	0	nt	11
CS(=O)(=O)N(CC(=O)NCc1ccncc1)c1cc(Cl)cc(Cl)c1	nt	2	nt	-5	nt	5	-4	-2
CN(C)c1ccc2c(c1)[C@@H]1C[C@@H](CC(=O)NCc3cc(F)ccc3F)O[C@@H](CO)[C@@H]1O2	-6	-4	-0.2	-1	-1	-19	14[16.7 µM]	13
CCCn1c(SCC(=O)N2CCc3ccccc32)nnc1-c1ccco1	nt	1	nt	-3	nt	0	-4	4
COc1ccc(-c2csc(C(O)c3ccc(F)cc3)n2)cc1 (configuration not stated)	-7	-4	-0.1	6	10	-15	2	8
Cc1ccc(C)c(SCC(=O)Nc2oc(C)c3c(C)n[nH]c(=O)c23)c1	-16	0	nt	-1	-8	8	-6	nt
CCC(=O)N1C[C@@H](C)[C@@H](OC)CN(C)C(=O)c2ccc(NC(=O)C3CCCCC3)cc2OC[C@@H]1C	-6	-11	-0.1	-2	-1	0	1[16.7 µM]	nt
CCOC(=O)c1ccccc1NC(=O)CC1SC(=NC)N(C)C1=O (configuration not stated)	nt	-1	nt	-1	nt	-14	-4	14
C=CCNC(=S)Nc1cc(S(=O)(=O)N2CCOCC2)ccc1-n1cncn1	-6	-1	0.0	-6	-1	1	-3	1
CN(Cc1ccccc1)Cc1nc2c(c(=O)n(C)c(=O)n2C)n1CCc1ccccc1	nt	-1	nt	6	nt	-1	nt	-14
Cc1nn(C)c(Cl)c1CN1CCN(C2CCCC2)C(CCO)C1 (configuration not stated)	0	-1	0.8	-6	-3	3	-9	nt
COc1ccc(NC(=O)CC2C(=O)N(C)C(=S)N2Cc2cccs2)cc1 (configuration not stated)	-8	4	nt	-3	3	-4	0	-2
O=C(O)CC(NC(=O)CCc1ccccc1)c1ccc(Cl)cc1 (configuration not stated)	0	3	0.0	4	1	-5	-4	11
COc1ccc2c(=O)c3c(=O)n(Cc4ccco4)c(-c4ccc(C)cc4)nc3oc2c1	nt	-3	nt	0	nt	1	2	6
C[C@@H]1CN([C@H](C)CO)C(=O)c2cc(NC(=O)C3CC3)ccc2O[C@@H]1CN(C)Cc1ccc(C(F)(F)F)cc1	-1	15	0.5	0	2	-1	0[16.7 µM]	-4
Cc1cc(C)nc(N(C#N)C(C)C(=O)N(C)C)n1 (configuration not stated)	nt	1	nt	-17	nt	4	1	9
CCOC(=O)COc1ccc2c(c1)C(=O)CC(C)(C)O2	-4	-3	nt	5	1	4	-6	5
COc1ccc(CNC(=O)C(C)n2nc(C)c3c(C)n(-c4ccc(C)cc4)nc3c2=O)cc1 (configuration not stated)	-16	0	0.0	1	-4	-7	-9	-9
CSCCC(NS(=O)(=O)c1ccc2c(c1)oc(=O)n2C)C(=O)NCc1cccs1 (configuration not stated)	-3	-4	0.0	-1	4	-18	2	0
CCOc1ccc(NC(=O)CSc2nc3cc(C(=O)NCC4CCCO4)ccc3c(=O)n2CC2CCCO2)cc1 (configuration not stated)	-38	-2	3.5	2	-1	13	-10	nt
O=C(N/N=C/c1ccccn1)c1cc(-c2ccc(Br)s2)[nH]n1	-5	-2	0.3	5	-1	-8	nt	nt
Cc1ccccc1N1CCN(C(=S)c2ccc(-c3cccc([N+](=O)[O-])c3)o2)CC1	-17	nt	2.5	nt	-5	nt	nt	-1
CCOC(=O)Nc1ccc2c(c1)N(CCCN(C)C)c1ccccc1CC2	41	-1	nt	-5	2	21	3	-9
CCOCCCNC(=O)CCNS(=O)(=O)c1ccc(C)cc1	nt	3	nt	8	nt	-11	-4	-13
N#C[C@@H]1[C@H](c2ccccc2C2=CCCC2)[C@H](CO)N1C(=O)Cc1ccncc1	7	nt	0.1	nt	2	nt	nt	3
CC[n+]1ccccc1/C=C1\Sc2ccc(C)cc2N1C	20	-1	0.0	-3	74*	28	nt	nt
C[C@H]1CN([C@@H](C)CO)C(=O)c2cc(NS(C)(=O)=O)ccc2O[C@H]1CN(C)Cc1ccc(Cl)c(Cl)c1	-7	8	-2.4	0	-1	5	-12[16.7 µM]	-10
COc1ccc(S(=O)(=O)N(C)C[C@@H]2Oc3c(NC(=O)C4CCCCC4)cccc3C(=O)N([C@@H](C)CO)C[C@@H]2C)cc1	nt	nt	0.8	-1	nt	nt	-6[16.7 µM]	0
CCOC(=O)N1CCN(CC(=O)Nc2nnc(C(F)(F)F)s2)CC1	-12	1	0.3	1	-1	-4	1	-5
COc1ccc2nc(NC(=O)CCc3ccc(OC)c(OC)c3)sc2c1	-16	-3	1.2	-2	8	18	nt	nt
O=C(Nc1ccccc1F)N1CCCCN2[C@H](CO)[C@H](c3ccc(C#Cc4ccccc4)cc3)[C@H]2C1	3	0	-0.3	-6	-1	-11	-7[16.7 µM]	-72
CCc1cc(=O)oc2cc(C)cc(OCC(=O)NCCc3c[nH]c4ccccc34)c12	-11	0	nt	-2	2	1	-12	-34
